High-throughput results from PubChem BioAssay.
TLR4-MyD88 BLA: inhibitors of TLR4-MyD88 association in cells, primary screen, cell-based, HeLa CL3-4, BLA complementation, FRET ratio | Toll-like receptor 4 (Homo sapiens) + Myeloid differentiation primary response protein … | HeLa CL3-4 TLR4/MyD88 BLA complementation | inhibition, % at 8.4 µM | 0.18% of 200,000 active | AID 861, 2007; in the data active = inhibition above about 25%;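 also: 0% = vehicle and 100% = reference inhibitor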
RAM inhibit: inhibitors of the yeast RAM network, primary screen, dse1pr::URA3 reporter, 5-FOA selection | S. cerevisiae dse1pr::URA3 reporter, 5-FOA growth OD615, 2 d; analog-sensitive cbk1-as2 kinase mutant strain | inhibition, % at 50 µM | 1.8% of 190,000 active | AID 868, 2007;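 active = inhibition above a set limit, 3 SD over mean compound inhibition, cut at about 8.4% in these data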;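 also: 0% = DMSO-only wells with no growth and 100% = 10 µM 1-NA-PP1 full growth; inhibition rescues growth on 5-FOA so higher OD means more RAM inhibition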
PPARg SRC1 recr: PPARgamma agonists recruiting SRC-1 coactivator, primary screen, biochemical | Peroxisome proliferator-activated receptor gamma (Homo sapiens), P37231 | PPARgamma-SRC-1 coactivator recruitment biochemical assay | activation, % at 8 µM | 0.41% of 200,000 active | AID 631, 2007; in the data active = activation above about 19%;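 also: 0% = DMSO and 100% = reference agonist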
PPARg SRC2 recr: agonists of PPARg-SRC-2 recruitment, primary screen, biochemical, HTS. Peroxisome proliferator-activated receptor gamma (Homo sapiens), P37231. PPARgamma LBD-SRC-2 recruitment. activation, % at 8 µM. 0.34% of 200,000 active; in the data active = activation above about 22%;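 also: 0% = vehicle and 100% = reference agonist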
PPARg SRC3 recr: PPARgamma agonists recruiting SRC-3 coactivator, primary screen, biochemical; biochemical PPARgamma/SRC-3 coactivator recruitment assay; activation, % at 8 µM; 0.26% of 200,000 active; in the data active = activation above about 23%;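 also: 0% = DMSO and 100% = reference agonist; some compounds past the cut are filed as inactive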
STAT1 inh: STAT1 signaling inhibitors, primary screen, cell-based, HTS, luciferase reporter. NIH 3T3 STAT1-luciferase reporter, IFN-gamma, luminescence. inhibition, % at 5.5 µM. 0.35% of 200,000 active. AID 920, 2007;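 active = inhibition above a set limit, the mean inhibition across all tested compounds plus 3 SD, cut at about 34% in these data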;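 also: 0% = IFN-gamma with DMSO and 100% = IFN-gamma with 300 µM nifuroxazide; values of inactives mirror those of a sister screen read the other way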
TR-FRET SRC-2 ct: TR-FRET signal artefacts, primary screen, artefact control for PPARgamma SRC-2 agonist project, biochemical; TR-FRET artefact counter-screen; active compounds read high; TR-FRET ratio at 8 µM; 0.4% of 200,000 active; AID 1049, 2008; in the data active = TR-FRET ratio above about 2000; also: inactives centre near 1500
STAT3 inh: IL-6 driven STAT3 reporter inhibitors, primary screen, U3A cells, luciferase, luminescence, MLSCN library; AID 862, 2007; 0.89% of 190,000 active; inhibition, % at 5.5 µM; IL-6 STAT3-luciferase reporter; host cell line lacks STAT1;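 active = inhibition above the mean inhibition across all screened compounds plus 3 SD, cut at about 44% in these data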;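 also: 0% = DMSO only wells and 100% = 100 µM nifuroxazide control wells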
STAT3 activator: IL-6 driven STAT3 reporter potentiators, primary screen, U3A cells, luciferase, luminescence, MLSCN library; IL-6 STAT3-luciferase reporter; 100% = signal with IL-6 EC80 alone; activation (% of control), % at 5.6 µM; 0.91% of 190,000 active;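 active = activation above the screen-wide mean of compound activation plus 3 SD, cut at about 130% in these data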;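 also: 0% = background luminescence of wells with medium and substrate only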
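Material: human STAT1-deficient U3A cells with stable STAT3-luciferase reporter / Probe or stimulus: IL-6 stimulus at 33 ng/mL final / Schedule: 1 h compound pre-exposure, 6 h IL-6 stimulation, 37 °C / Technique: luminescence / Read-out basis: percent of IL-6-only median luminescence / Control set: IL-6-only high control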
S1P3 antagonist: S1P3 receptor antagonists, primary screen, cell-based; Sphingosine 1-phosphate receptor 3 (Homo sapiens), Q99500; CHO S1P3 NFAT-BLA reporter, FRET fluorescence, antagonist mode; inhibition, % at 4.98 µM; 0.27% of 170,000 active;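 active = inhibition above the plate cutoff, the mean inhibition of test wells on that plate plus 3 SD, cut at about 28% in these data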;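 also: cells challenged with S1P at its EC80 of 0.8 µM; blue over green emission ratio from cleaved BLA substrate after 4 h stimulation; 0% = S1P-stimulated wells and 100% = unstimulated DMSO-only wells; some compounds past the cut are filed as inactive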
Target sequence (Q99500 whole entry, looked up): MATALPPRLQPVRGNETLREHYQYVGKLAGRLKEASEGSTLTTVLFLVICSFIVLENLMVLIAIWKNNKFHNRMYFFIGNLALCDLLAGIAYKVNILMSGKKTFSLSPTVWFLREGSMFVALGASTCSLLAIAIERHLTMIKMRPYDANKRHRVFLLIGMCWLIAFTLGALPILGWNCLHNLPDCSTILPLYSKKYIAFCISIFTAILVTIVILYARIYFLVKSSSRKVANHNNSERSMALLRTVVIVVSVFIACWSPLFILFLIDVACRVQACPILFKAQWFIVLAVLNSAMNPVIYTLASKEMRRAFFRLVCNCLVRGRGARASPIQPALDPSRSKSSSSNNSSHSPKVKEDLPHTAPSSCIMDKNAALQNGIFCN
ROMK primary: ROMK potassium channel modulators, primary screen, cell-based, thallium flux, MLSMR library. B-score at 10 µM. ATP-sensitive inward rectifier potassium channel 1 (Homo sapiens), P48048. AID 1918, 2009. Tet-inducible ROMK, thallium flux fluorescence; actives lie on both sides. 2% of 130,000 active;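 active = signal ratio slope over the read window, or its plate-corrected B-score, at least 3 SD from the plate mean, either direction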;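 also: B-score of the F/F0 ratio slope over 7 to 12 s after thallium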
Target sequence (P48048 whole entry, looked up): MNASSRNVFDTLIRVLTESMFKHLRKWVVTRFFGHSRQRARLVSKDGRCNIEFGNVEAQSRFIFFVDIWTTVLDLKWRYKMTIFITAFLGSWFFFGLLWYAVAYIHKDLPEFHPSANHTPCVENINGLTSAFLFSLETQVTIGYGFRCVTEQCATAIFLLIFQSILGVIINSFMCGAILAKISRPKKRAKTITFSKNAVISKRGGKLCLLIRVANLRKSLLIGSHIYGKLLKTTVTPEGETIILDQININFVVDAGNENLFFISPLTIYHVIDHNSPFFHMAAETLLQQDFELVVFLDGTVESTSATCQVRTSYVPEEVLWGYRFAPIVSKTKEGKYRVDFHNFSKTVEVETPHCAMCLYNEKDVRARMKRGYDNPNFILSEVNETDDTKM
* = called active by the depositor; · = not tested or not shown.

no. | structure | TLR4-MyD88 BLA | RAM inhibit | PPARg SRC1 recr | PPARg SRC2 recr | PPARg SRC3 recr | STAT1 inh
1 | CC1CN(S(=O)(=O)c2cccc(C(=O)NCCCn3ccnc3)c2)CC(C)O1 (configuration not stated) | -10 | 2.0 | 3 | 5 | 1 | 1
2 | COc1cccc(-c2nn(-c3ccccc3)cc2C(=O)Nc2nccs2)c1 | -9 | 2.9 | 5 | 5 | -2 | 5
3 | OCCCNc1nc(-c2ccc(Br)cc2)nnc1-c1ccc(Cl)cc1 | 4 | -0.3 | 5 | 0 | 2 | 0
4 | CC(NS(=O)(=O)c1ccc(Br)cc1)C(=O)NCc1ccco1 (configuration not stated) | 2 | 0.4 | 4 | -6 | 3 | -2
5 | COC(=O)CCP(=O)(O)Cc1ccccc1CP(=O)(O)CCC(=O)OC | -13 | 2.4 | -2 | 6 | -6 | 2
6 | COc1ccc(/C=N/n2cnc3scc(-c4cccs4)c3c2=O)cc1OC | -5 | 4.0 | 4 | 6 | 2 | 1
7 | CC(OC(=O)c1ccc2ncsc2c1)C(=O)N1CCCC1 (configuration not stated) | 0 | -1.0 | -2 | 2 | 4 | 0
8 | O=C(Nc1ccc(S(=O)(=O)N2CCCC2)cc1)C1COc2ccccc2O1 (configuration not stated) | 2 | 3.7 | 1 | -2 | 4 | -7
9 | Cc1ccc(C(=O)Nc2cc(Cl)ccc2Oc2ccccc2)cc1[N+](=O)[O-] | -6 | 1.8 | 1 | -4 | 0 | -5
10 | COCCN1C(=O)N[C@@H](c2ccc(Br)cc2)C(C(C)=O)=C1C | -7 | 1.7 | 2 | 1 | 0 | 6
11 | O=C(CSCc1ccccc1Cl)NNC(=O)c1ccccc1 | 3 | -0.8 | 2 | 4 | 0 | -1
12 | CCCCn1nnnc1SCC(=O)NCc1ccccc1 | 4 | -1.1 | 5 | 1 | 2 | -2
13 | COc1ccc(-c2cc(C(F)(F)F)nc(S(C)(=O)=O)n2)cc1OC | 21 | 0.8 | 6 | 6 | 9 | 21
14 | CC(C)N(C(=O)CSc1nnc(CSc2ncccn2)n1C)C(C)C | -16 | 2.1 | 0 | 1 | 4 | -3
15 | O=C(Nc1ccccc1Cl)C(Cl)C(=O)c1ccccc1 (configuration not stated) | 15 | -2.0 | 5 | 2 | 1 | -10

no. | TR-FRET SRC-2 ct | STAT3 inh | STAT3 activator | S1P3 antagonist | ROMK primary
1 | 1627 | 1 | 100 | · | 0.012
2 | 1712 | 21 | 84 | -13 | 0.0045
3 | 1415 | 1 | 103 | 5 | 0.15
4 | 1518 | 4 | 100 | -37 | 0.66
5 | 1621 | 6 | 98 | -42 | ·
6 | 1563 | 2 | 96 | -8 | 0.081
7 | 1564 | 5 | 99 | -15 | -0.37
8 | 1683 | 11 | 91 | -7 | ·
9 | 1605 | -7 | 108 | -16 | ·
10 | 1570 | -3 | 100 | -7 | 0.63
11 | 1568 | 0 | 100 | · | ·
12 | 1661 | 3 | 101 | · | -1.9
13 | 1642 | 8 | 95 | · | ·
14 | 1664 | 9 | 98 | -6 | 0.075
15 | 1474 | 11 | 92 | -15 | -1.9

Entries of single compounds as entered above:
Profile of O=C(CSCc1ccccc1Cl)NNC(=O)c1ccccc1 = TLR4-MyD88 BLA = 3; RAM inhibit = -0.8; PPARg SRC1 recr = 2; PPARg SRC2 recr = 4; PPARg SRC3 recr = 0; STAT1 inh = -1; TR-FRET SRC-2 ct = 1568; STAT3 inh = 0; STAT3 activator = 100; S1P3 antagonist = ·; ROMK primary = ·
Profile of COc1cccc(-c2nn(-c3ccccc3)cc2C(=O)Nc2nccs2)c1 = TLR4-MyD88 BLA = -9; RAM inhibit = 2.9; PPARg SRC1 recr = 5; PPARg SRC2 recr = 5; PPARg SRC3 recr = -2; STAT1 inh = 5; TR-FRET SRC-2 ct = 1712; STAT3 inh = 21; STAT3 activator = 84; S1P3 antagonist = -13; ROMK primary = 0.0045

Back to the main list, repeating the 4 entries before the break.
no. | structure | TLR4-MyD88 BLA | RAM inhibit | PPARg SRC1 recr | PPARg SRC2 recr | PPARg SRC3 recr | STAT1 inh
12 | CCCCn1nnnc1SCC(=O)NCc1ccccc1 | 4 | -1.1 | 5 | 1 | 2 | -2
13 | COc1ccc(-c2cc(C(F)(F)F)nc(S(C)(=O)=O)n2)cc1OC | 21 | 0.8 | 6 | 6 | 9 | 21
14 | CC(C)N(C(=O)CSc1nnc(CSc2ncccn2)n1C)C(C)C | -16 | 2.1 | 0 | 1 | 4 | -3
15 | O=C(Nc1ccccc1Cl)C(Cl)C(=O)c1ccccc1 (configuration not stated) | 15 | -2.0 | 5 | 2 | 1 | -10
16 | Cc1ccccc1CSc1nnc(C)c(=O)n1N | -8 | 2.7 | -12 | -1 | -1 | 2
17 | Cc1c(Cl)c([N+](=O)[O-])nn1CCCC(=O)Nc1sc2c(c1C#N)CCC2 | 2 | 3.2 | 6 | 0 | 8 | -5
18 | COc1ccc(C)cc1N(CC(=O)O)S(=O)(=O)c1ccc(C)cc1 | -5 | 3.5 | -2 | 15 | -4 | 4
19 | CC(C)n1c(SCC(=O)Nc2ccccc2N2CCOCC2)nc2c1c(=O)n(C)c(=O)n2C | -24 | 2.2 | 9 | 0 | 11 | -14
20 | Cc1ccc(C(=O)NC(=S)N2CCN(C(=O)OC(C)(C)C)CC2)cc1Br | -4 | 4.3 | 5 | 0 | 2 | -3
21 | CN(C)c1ccc(C(CC(=O)O)NC(=O)c2ccc(Cl)cc2)cc1 (configuration not stated) | -8 | 0.2 | 7 | 9 | 9 | 6
22 | CCSc1nc2c(c(=O)[nH]c(=O)n2C)n1C | 0 | 0.7 | 8 | 15 | 4 | 3
23 | Cc1cccc2cc(CNCC3CCCO3)c(Cl)nc12 (configuration not stated) | -4 | -0.9 | -14 | 0 | 2 | 0
24 | CCCOC(=O)Nc1ccc(N2CCCCC2)cc1 | 10 | -0.5 | -4 | 7 | -5 | -49
25 | COc1ccc(Cn2c(C)c(C)c(C#N)c2NC(=O)Nc2ccc(Cl)cc2)cc1 | -6 | 2.5 | 2 | 10 | -2 | -2

no. | TR-FRET SRC-2 ct | STAT3 inh | STAT3 activator | S1P3 antagonist | ROMK primary
12 | 1661 | 3 | 101 | · | -1.9
13 | 1642 | 8 | 95 | · | ·
14 | 1664 | 9 | 98 | -6 | 0.075
15 | 1474 | 11 | 92 | -15 | -1.9
16 | 1309 | -4 | 103 | -2 | ·
17 | 1568 | -2 | 111 | · | ·
18 | 1550 | 7 | 97 | -6 | ·
19 | 1577 | -8 | 111 | · | ·
20 | 1626 | 8 | 100 | 7 | ·
21 | 1572 | 9 | 100 | -4 | 0.57
22 | 1656 | 4 | 98 | 10 | -0.11
23 | 1388 | 10 | 93 | -23 | -0.8
24 | 1557 | 30 | 75 | · | -0.0054
25 | 1687 | 14 | 90 | · | ·
